# TSG101-PTAP inh: blocks PTAP/TSG101 interaction to inhibit HIV-1 budding | Fluorescence polarization, FITC-PTAP peptide / Tsg101 binding | 340,000 tested, under 10 active | Potency, µM (doses to about 115 µM), for the others: at the highest dose activity change, negative = inhibition, usual class: inhibitors | Q99816 | AID 493005; active = well fitted inhibition curve with a large enough effect in the main read-out, with a control signal flat, not every such curve was filed as active; inconclusive = small, poorly fitted or top-dose-only effect, or effect the other way, or a change in a side signal; inactive = no such curve, though single readings can be large or run the other way; also: potency is read from the fitted curve at half-maximal effect; % of control where 0% means no effect
# Target sequence (Q99816 whole entry, looked up): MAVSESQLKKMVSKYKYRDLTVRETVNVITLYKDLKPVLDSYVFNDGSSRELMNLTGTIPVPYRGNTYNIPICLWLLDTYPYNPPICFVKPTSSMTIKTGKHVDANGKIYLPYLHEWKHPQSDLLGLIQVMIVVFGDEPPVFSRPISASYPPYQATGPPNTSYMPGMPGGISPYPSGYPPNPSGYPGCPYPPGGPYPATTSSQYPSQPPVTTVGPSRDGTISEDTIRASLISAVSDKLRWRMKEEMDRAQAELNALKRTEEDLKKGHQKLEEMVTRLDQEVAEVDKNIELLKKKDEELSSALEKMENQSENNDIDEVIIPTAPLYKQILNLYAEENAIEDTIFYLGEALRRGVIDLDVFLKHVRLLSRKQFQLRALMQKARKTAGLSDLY
#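 Fluorescence anisotropy tracks displacement of a FITC-tagged PTAP peptide (50 nM) from the Tsg101 binding domain (10 uM), following a 20 min room-temperature incubation at pH 7.5.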
# B2AR arrestin: agonists driving beta-arrestin recruitment to human beta2-adrenergic receptor; P07550; beta-arrestin recruitment to beta2AR, cell-based reporter; Potency, µM (highest dose often 46.1 µM), for inactives: at the highest dose activation, hits mostly activators; 330,000 tested, 0.02% active;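 also: potency is read from the fitted curve at half-maximal effect; 0% = DMSO controls and full agonism = EC100 isoproterenol or metaproterenol; nearly all actives have a fitted effect of over 65% in size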
# Eya2 inh: inhibitors of human Eya2 phosphatase activity; O00167; recombinant Eya2, OMFP fluorescence dephosphorylation (OMFP is methylfluorescein phosphate); Potency, µM (doses to about 76.9 µM), without a hit: at the top dose activity, negative = inhibition, usual class: inhibitors; 330,000 tested, 0.006% active; also: potency is read from the fitted curve at half-maximal effect; % is scaled to controls: 0 for no effect and ±100 for the full control effect
#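 Eya2 protein (added as 0.2 uM solution) was preincubated with compound for 10 min at ambient temperature in 50 mM HEPES pH 7.5, 50 mM NaCl, 5 uM MgCl2, 0.05% BSA, 1 mM DTT. OMFP (added at 50 uM) then reacted 10 min; fluorescence read at 485/525 nm.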
# USP2a block: USP2a (human) protease inhibition; O75604; Potency, µM (top dose mostly 38.3 µM), without a hit: at the highest dose activity change, negative = inhibition, actives largely listed as inhibitors; AID 463254; 330,000 tested, 0.01% active; USP2 core, Ub-CHOP2 coupled fluorogenic reporter, 485/531;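 also: potency is read from the fitted curve at half-maximal effect; plate controls were DMSO wells for no effect and full inhibition by NEM control for full effect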
# Target sequence (O75604 whole entry, looked up): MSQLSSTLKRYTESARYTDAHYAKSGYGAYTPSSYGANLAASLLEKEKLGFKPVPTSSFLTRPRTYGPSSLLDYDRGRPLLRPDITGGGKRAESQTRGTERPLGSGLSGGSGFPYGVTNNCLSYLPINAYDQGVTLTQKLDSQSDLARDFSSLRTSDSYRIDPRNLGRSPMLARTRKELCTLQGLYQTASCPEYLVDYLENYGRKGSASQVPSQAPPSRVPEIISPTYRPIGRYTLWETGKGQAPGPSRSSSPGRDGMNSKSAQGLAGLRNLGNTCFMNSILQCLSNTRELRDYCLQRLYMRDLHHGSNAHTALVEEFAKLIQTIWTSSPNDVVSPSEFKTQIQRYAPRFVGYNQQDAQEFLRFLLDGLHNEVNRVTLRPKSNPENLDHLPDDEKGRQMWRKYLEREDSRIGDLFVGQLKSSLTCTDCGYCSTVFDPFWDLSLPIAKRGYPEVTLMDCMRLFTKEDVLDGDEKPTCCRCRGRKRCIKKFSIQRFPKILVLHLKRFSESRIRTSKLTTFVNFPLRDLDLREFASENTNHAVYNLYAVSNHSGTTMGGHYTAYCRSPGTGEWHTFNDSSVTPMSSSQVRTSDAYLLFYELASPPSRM
#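 Deubiquitinase activity read as fluorescence (485/531 nm) after Ub-CHOP2 cleavage activates the enterokinase reporter on its substrate; USP2 core 10nM, Ub-CHOP2 and substrate 25nM each, 30min compound preincubation then 60min RT; data normalized to NEM, curves fitted.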
# uPA surface inh: cell surface uPA generation inhibition | cell surface uPA generation assay, qHTS | Potency, µM (top dose mostly 38.3 µM), inactives show at the top dose activity change, negative = inhibition, hits mostly inhibitors | 330,000 tested, 0.31% active; active = well fitted inhibition curve with a large enough effect; inconclusive = small, poorly fitted or top-dose-only effect; inactive = no such curve, though single readings can be large or run the other way; tested in mouse RAW 264.7 cells; also: potency is read from the fitted curve at half-maximal effect; % is scaled to controls: 0 for no effect and ±100 for the full control effect; nearly all actives have a fitted effect of over 55% in size
# p53 reactivator: restores transcriptional activity of mutant p53; 320,000 tested, 0.063% active; AID 504706; H1299 p53-A138V BP100-luciferase reporter, luminescence, 24 h; Potency, µM (highest dose often 92.2 µM), without a hit: at the highest dose activity change, positive = activation, actives largely listed as activators; also: potency is read from the fitted curve at half-maximal effect; % of control where 0% means no effect; nearly all actives have a fitted effect of over 45% in size
#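 H1299 (p53-null), stable ts p53-A138V + BP100-Luc; 1000 cells/well, Opti-MEM/10% FBS; cpd 4 pt, 1:5; 24 h, 37 deg C, 5% CO2; detection reagent 10 min RT; luminescence.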
# BRCA1 expr act: BRCA1 expression activation | MCF7-BRCA1-FFLuc reporter, luminescence, 48 h; response scale: scaled: vehicle 0%, 10 µM genistein 100% | Potency, µM (doses to about 46.1 µM), for the others: at the highest dose activation, most hits filed as activators | 380,000 tested, 1.1% active; also: potency is read from the fitted curve at half-maximal effect; nearly all actives have a fitted effect of over 80% in size; some results filed as inactive show a strong effect at the top dose
#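 Cells: MCF7-BRCA1-FFLuc, 2000/well. Exposure: 48 h, 37 °C, 5% CO2. Read: luminescence, 15 min post-substrate. Controls: genistein 10 microM (maximal activation), DMSO (neutral).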
# ELG1 genotoxic: inducers of genotoxicity in HEK293T ELG1-luciferase cells; Potency, µM (series often up to 46 µM), inactives show top-dose activity change, positive = activation, hits mostly activators; HEK293T ELG1-luciferase reporter, luminescence, 16 h; AID 504466; 330,000 tested, 1.3% active; also: potency is read from the fitted curve at half-maximal effect; % of control where 0% means no effect; nearly all actives have a fitted effect of over 60% in size
#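 HEK293T cells expressing luciferase-tagged ELG1 were treated with compound or DMSO for 16 hr at 37°C. Luciferase activity was then read after 30 min with ONE-Glo at room temperature; rising signal flags genetic stress.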
# TRPV1 agonist: human TRPV1 agonism. 320,000 tested, 0.19% active. TRPV1-expressing cells, Fluo-8 calcium influx, agonist mode. activation, % at 8.33 µM. Q8NER1; in the data active = activation above about 80%; inconclusive = between about 30% and that limit; also: 0% is about no effect
#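 TRPV1-expressing cells were cultured overnight at 35.5C and loaded with Fluo-8 calcium dye for 40 to 90 min at room temperature. After a 10 s baseline, compound was added and calcium influx was read kinetically for 3 min (ex 480/em 520 nm).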
# S-ASM inh: inhibitors of human secretory acid sphingomyelinase; P17405; placental ASM, HMU-PC fluorogenic substrate, 60 min; Potency, µM (top dose mostly 57.5 µM), for inactives: top-dose activity change, negative = inhibition, actives largely listed as inhibitors; 340,000 tested, 0.006% active; AID 504937; also: potency is read from the fitted curve at half-maximal effect
#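 HMU-PC0 cleavage (9 uM final) by human placental ASM, 60 min at 37 °C following 10 min compound exposure at RT; stopped at pH 10, fluorescence Ex 386/Em 447 nm.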
# Integrin act MD: activators of alpha7 integrin expression for muscular dystrophy; alpha7betagal myoblasts, beta-gal FDG fluorescence, 48 h; Potency, µM (top dose mostly 38.3 µM), for the others: at the top dose activation, most hits filed as activators; 350,000 tested, 0.064% active;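 also: potency is read from the fitted curve at half-maximal effect; 100% = response of the positive control SU9516; nearly all actives have a fitted effect of over 60% in size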
#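 Alpha7betagal+/- myoblasts (passage 13) were plated 16-24 hr, then exposed to compounds (1:260 dilution of DMSO stock) for 48 hours at 37C. After MPER lysis, β-galactosidase reporter activity was read as FDG fluorescence (ex 480/em 540) after 30 minutes.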
# Starred values were filed as active, the others as inactive; i = inactive; ? = inconclusive; . = no result given; [ ] = dose if it differs, or a comment. Unless noted, calls follow the shape of the dose curve; as a rule, active = well fitted curve in the direction sought with a large enough effect; inconclusive = small, poorly fitted or top-dose-only effect, or another doubt; inactive = no such curve, though single readings can be large; an effect the other way counts as inactive or inconclusive.
# Order of values – uPA surface inh, Integrin act MD, USP2a block, Eya2 inh, BRCA1 expr act, p53 reactivator, TRPV1 agonist, TSG101-PTAP inh, B2AR arrestin, ELG1 genotoxic, S-ASM inh
[1] COc1ccc(NC(=O)C(c2cc3c(cc2[N+](=O)[O-])OCO3)N(C)Cc2ccccc2)cc1 (stereo unspecified)
→ 7%, 0%, -9%, 1%, -35%, -3%, 4, -6%, -0.5%, -3%, -13%
[2] O=[N+]([O-])c1cnc2ccccn12
→ 1%, -7%, -2%, 6%, 18%, -4%, -4, -1%, -0.1%, -4%, 0%
[3] COCCOC(=O)c1cc(C(=O)c2cc(Cl)ccc2O)coc1=N
→ -2%, -2%, -2%, 1%, 0%, -3%, 1, -2%, -0.3%, 6%, 71%[activator]
[4] CCc1nc(NCC2CCCN2CC)c2nnn(Cc3ccccc3F)c2n1 (stereo unspecified)
→ -2%, -21%, -13%, -20%, -16%, -5%, 3, -2%, 0.6%, -3%, -1%
[5] COC(=O)CCCCC1SCC(NC(=O)c2ccccc2)C1=O (stereo unspecified)
→ 4%, -24%, 3%, 5%, -6%, 2%, 5, -11%, -0.2%, -2%, 0%
[6] C=CCn1c(O)c(N=NC(=S)Nc2ccc(OC)c(Cl)c2)c2ccccc21
→ -1%, -28%, 2%, 15%, -65%, -7%, -3, -3%, -0.2%, -2%, -12%
[7] O=C1N/C(=N/S(=O)(=O)c2ccccc2)S/C1=C/c1cccnc1
→ 1%, -6%, 0%, -3%, -19%, 5%, 1, -4%, 0.2%, 4%, 6%
[8] CCc1nc(C(N)=O)c2[nH]c(=O)n(-c3ccccc3F)c2n1
→ 1%, ?, 1%, -4%, -23%, 13%, 3, -1%, -0.1%, 0%[9.26 µM], 133%[activator]
[9] CCOCCCNC(=O)c1cc2c(=O)n3cccc(C)c3nc2n1C
→ ?, -29%, 3%, -18%, -25%, 12%, 3, 0%, -0.4%, -4%, i
[10] COCCCNC(=O)c1cccc2c(=O)c(C)c(-c3ccccc3)oc12
→ 0%, -19%, -4%, 2%, -26%, -16%, -2, -8%, -0.4%, -3%, 0%
[11] COc1ccc(CCNC(=O)CCOc2ccc(C)cc2)cc1OC
→ 2%, -8%, 0%, 7%, 0%, -12%, ?, -4%, 0.2%, 3%, -2%
[12] CCOc1ccccc1-n1c(SCC(N)=O)nnc1-c1ccco1
→ ., 19%, 0%, -4%, -2%, 0%, 2, -1%, -0.3%, -1%, 11%
[13] Cc1ccc2cc(CN(Cc3cccs3)Cc3nnnn3C(C)(C)C)c3nnnn3c2c1
→ ., ., 3%, -1%, ., 3%, 10, ., -1.2%, 5%, .
[14] C=C(C)CSc1nnc(-c2ccc(C)cc2)n1N
→ 0%, 7%, 2%, 19%, -2%[1.84 µM], ?, 5, -3%, -0.9%, 10µM*, 4%
[15] CCOC(=O)c1cnc(COc2ccccc2Cl)[nH]c1=O
→ 0%, ?, 1%, 3%, -2%, 2%, -4, -2%, 0.0%, 0%, -3%
[16] C=CCn1c(SCC(=O)Nc2ccc(OC)cc2)nc2ccccc2c1=O
→ 8%, 7%, 1%, 2%, -21%, ., ?, -4%, -0.2%, 0%, -3%
[17] O=C(CSc1nc(O)cc(=O)n1-c1ccc(Cl)c(Cl)c1)Nc1ccc(Cl)cc1Cl
→ 22%, 32%, -2%, -1%, -6%, 11%, 0, -5%, -0.3%, 7%, 2%
[18] CCN(C(=O)c1cc2ccccc2oc1=O)c1ccccc1
→ 5%, 11%, 1%, 29%, ?, 22%, -1, -3%, 0.5%, 9.2µM*, -1%
[19] O=C(N/N=C/c1ccc(O)c([N+](=O)[O-])c1)C(O)(c1ccccc1)c1ccccc1
→ 2%, -23%, -1%, 3%, 2%, 6%, 4, -2%, -0.6%, -5%, -6%
[20] CCCCN(C(=O)C1CC(=O)N(c2ccc(OC)cc2OC)C1)c1c(N)n(CC(C)C)c(=O)[nH]c1=O (stereo unspecified)
→ -1%, 2%, 0%, -10%, 1%, -3%, -8, 0%, 0.4%, 1%, 16%
[21] Cc1nc(SCC(=O)N(C)C2CCS(=O)(=O)C2)c2ccccc2n1 (stereo unspecified)
→ ?, -22%, 2%, -3%, -38%, 8%, ., -7%, -0.7%, -4%, 4%
[22] COC(CNC(=O)c1ccc2c(c1)ncn2C1CCCCCC1)OC
→ 6%, -1%, 0%, -12%, 1%, -4%, 8, -2%, -0.8%, 3%, 1%
[23] CC(=O)Nc1nc2n(n1)C(c1ccccc1)C=C(c1ccccc1)N2 (stereo unspecified)
→ -3%, 4%, 9%, 10%, 7%, 9%, 8, -11%, -0.3%, 1%, 87%
[24] CCCC(=O)Nc1cc(-c2cn3cccnc3n2)ccc1OC
→ ., 9%, 3%, 7%, 13%, 12%, -2, -6%, -0.3%, 1%, 306%[activator]
[25] Cc1c(C=C(C#N)c2ccc([N+](=O)[O-])cc2)c(=O)n(-c2ccccc2)n1C
→ 1%, -7%, ., ., -21%, ., ., -1%, ., ., -8%
[26] O=C(Nc1ccc(Cl)cc1)NC1CCCCC1Cc1ccco1 (stereo unspecified)
→ -9%, -53%[inhibitor], 1%, -8%, -71%, -1%, ?, 4%, -0.3%, -5%, -6%
[27] O=C(O)c1ccccc1C(=O)OCc1c(-c2ccccc2)ncc2ccccc12
→ -5%, 4%, -1%, 12%, -1%, -4%, 0, -3%, 0.2%, 1%, 1%
[28] CN(Cc1ccccc1)c1nc2c(c(=O)[nH]c(=O)n2C)n1CCCSc1ncccn1
→ 1%, 6%, -1%, -8%, -25%, -20%, 1, -3%, -0.1%, 0%, 6%
[29] CCOc1cc(N2CCCC2)ccc1[N+](=O)[O-]
→ -1%, 4%, 2%, -2%, -11%, -9%, -5, 1%, -1.8%, 3%, -4%
[30] CCN1C(=O)/C(=C\C=C\c2ccccc2[N+](=O)[O-])SC1=S
→ -4%, 3%, 1%, ?, -36%, 4%, 2, -6%, 0.1%, -5%, -10%
[31] CC1CCc2sc(C(=O)NCCCn3ccnc3)cc2C1 (stereo unspecified)
→ -17%, -23%, 1%, -8%, -1%, 14%, 1, -6%, -0.1%, -10%, 0%
[32] Cc1cccc(OCC(=O)Nc2ccccc2N2CCCCC2)c1
→ 4%, -20%, 0%, 9%, -50%, -8%, 20, -4%, -0.3%, 2%, -12%
[33] O=C(O)/C=C/C(=O)Nc1ccccc1SC(F)(F)C(F)(F)C(F)(F)F
→ -7%, -22%, 5%, 17%, -39%, -4%, -2, -1%, 0.0%, -9%, 8%
[34] CC1CN(C(=O)c2cc3c(s2)CCC3)CC(C)O1 (stereo unspecified)
→ 2%, 16%, -1%, 0%, 10%, 9%, 4, -3%, -0.3%, 0%, 4%
[35] Cc1ccc2cc(CN(C(=O)c3ccncc3)C(C)C)c(=O)[nH]c2c1
→ 2%, 10%, 0%, 8%, 18%, 6%, -1, 0%, -0.3%, -2%, 5%
[36] O=C(CCn1c(=O)c2cccn2c2cccnc21)NCc1cccc(Cl)c1
→ -1%, 0%, 0%, -2%, -10%, 12%, 3, 1%, 0.0%, 0%[9.26 µM], 0%

# In the list so far, these have an NH in an aromatic ring.
# Order of values – uPA surface inh, Integrin act MD, USP2a block, Eya2 inh, BRCA1 expr act, p53 reactivator, TRPV1 agonist, TSG101-PTAP inh, B2AR arrestin, ELG1 genotoxic, S-ASM inh
[8] CCc1nc(C(N)=O)c2[nH]c(=O)n(-c3ccccc3F)c2n1
→ 1%, ?, 1%, -4%, -23%, 13%, 3, -1%, -0.1%, 0%[9.26 µM], 133%[activator]
[15] CCOC(=O)c1cnc(COc2ccccc2Cl)[nH]c1=O
→ 0%, ?, 1%, 3%, -2%, 2%, -4, -2%, 0.0%, 0%, -3%
[20] CCCCN(C(=O)C1CC(=O)N(c2ccc(OC)cc2OC)C1)c1c(N)n(CC(C)C)c(=O)[nH]c1=O (stereo unspecified)
→ -1%, 2%, 0%, -10%, 1%, -3%, -8, 0%, 0.4%, 1%, 16%
[28] CN(Cc1ccccc1)c1nc2c(c(=O)[nH]c(=O)n2C)n1CCCSc1ncccn1
→ 1%, 6%, -1%, -8%, -25%, -20%, 1, -3%, -0.1%, 0%, 6%
[35] Cc1ccc2cc(CN(C(=O)c3ccncc3)C(C)C)c(=O)[nH]c2c1
→ 2%, 10%, 0%, 8%, 18%, 6%, -1, 0%, -0.3%, -2%, 5%

# Screening data as filed in PubChem.
